Bioassay records (PubChem BioAssay)
Pf growth 96h: inhibits malaria parasite growth, 96 h; Potency, µM (series often up to 28.7 µM), for inactives: top-dose activity change, negative = inhibition, usual class: inhibitors; P. falciparum luciferase reporter growth, 96 h; 320,000 compounds, 6.9% hits; further: potency means the concentration at half of the fitted maximal effect; on the % scale 0 is the no-effect control and ±100 the full control effect
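P. falciparum expressing integrated firefly luciferase, in erythrocytes at 2% hematocrit, 0.05% parasitemia, incubated with compounds 96 h at 37 C, 5% CO2. Growth inhibition read as loss of luminescence; two-generation exposure targets delayed-death apicoplast inhibitors.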
Shiga inhibitor: Shiga toxin inhibition. Vero cells, Shiga toxin protein synthesis inhibition reporter. inhibition, % at 38.7 µM. 290,000 compounds, 9.2% hits. AID 2315; in the data active means inhibition mostly above about 28%, no sharp cut-off; inactive means mostly below about 43%; further: 0% is about no effect
TbPYK inhibitor: T. brucei pyruvate kinase inhibition; AID 624173; Q57TT1; 410,000 compounds, 0.12% hits; Potency, µM (doses to about 76.8 µM), inactives show at the highest dose activity, negative = inhibition, actives largely listed as inhibitors; TbPYK enzyme, Kinase-Glo Plus ATP luminescence, 45 min; further: potency means the concentration at half of the fitted maximal effect; on the % scale 0 is the no-effect control and ±100 the full control effect; nearly all actives have a fitted effect of over 50% in size
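Glycolytic pyruvate kinase of T. brucei was incubated with substrate, test compound and 130 uM ADP for 45 minutes at room temperature. Luminescent Kinase-Glo Plus signal was measured after 10 minutes.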
AmpC inh no detg: AmpC beta-lactamase inhibition without detergent | P00811 | AmpC nitrocefin hydrolysis, absorbance 480 nm, 0.0001% Triton | Potency, µM (doses to about 57.1 µM), for inactives: top-dose activity change, negative = inhibition, usual class: inhibitors | 330,000 compounds, 0.52% hits | AID 485341;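 further: potency means the concentration at half of the fitted maximal effect; plate controls were no compound for no effect and no enzyme for full effect; nearly all actives have a fitted effect of over 20% in size; some results filed as inactive show a strong effect at the top dose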
Target sequence (P00811 whole entry, looked up): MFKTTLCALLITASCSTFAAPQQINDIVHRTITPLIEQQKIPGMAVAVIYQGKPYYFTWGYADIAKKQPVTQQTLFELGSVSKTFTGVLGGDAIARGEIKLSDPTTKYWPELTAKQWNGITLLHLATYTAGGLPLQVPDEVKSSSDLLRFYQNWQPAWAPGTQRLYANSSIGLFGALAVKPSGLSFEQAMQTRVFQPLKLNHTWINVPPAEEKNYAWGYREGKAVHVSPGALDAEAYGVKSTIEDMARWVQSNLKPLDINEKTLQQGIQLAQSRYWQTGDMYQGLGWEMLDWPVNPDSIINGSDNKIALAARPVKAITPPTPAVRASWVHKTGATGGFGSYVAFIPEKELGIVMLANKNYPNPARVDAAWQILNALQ
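20 mM phosphate pH 7.0 + 0.01% (detergent screen) or 0.0001% Triton X-100; 5.3 nM AmpC reagent; cpd preinc 15 min RT; nitrocefin (800 uM stock) to start; A480 q20 s × 4 min; Activity was normalised to no-enzyme and no-compound control wells.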
Pf growth 48h: inhibits P. falciparum growth in the first generation, 48 h; P. falciparum luciferase growth in erythrocytes, 48 h; AID 504832; 310,000 compounds, 5.9% hits; Potency, µM (highest dose often 28.7 µM), for the others: at the top dose activity change, negative = inhibition, most hits filed as inhibitors; further: potency means the concentration at half of the fitted maximal effect; on the % scale 0 is the no-effect control and ±100 the full control effect
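A one-generation exposure of luciferase-tagged malaria parasites in RPMI 1640/Albumax erythrocyte culture, 37 C and 5% CO2. Inhibition is inferred from decreased luminescence after adding detection reagent.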
LmPK inh: inhibitors of Leishmania mexicana pyruvate kinase; Q27686; purified LmPK, Kinase-Glo ATP luminescence, 1 h; Potency, µM (series often up to 57.5 µM), inactives show top-dose activity change, negative = inhibition, actives largely listed as inhibitors; 290,000 compounds, 0.37% hits; AID 1721; further: potency means the concentration at half of the fitted maximal effect; on the % scale 0 is the no-effect control and ±100 the full control effect
Target sequence (Q27686 whole entry, looked up): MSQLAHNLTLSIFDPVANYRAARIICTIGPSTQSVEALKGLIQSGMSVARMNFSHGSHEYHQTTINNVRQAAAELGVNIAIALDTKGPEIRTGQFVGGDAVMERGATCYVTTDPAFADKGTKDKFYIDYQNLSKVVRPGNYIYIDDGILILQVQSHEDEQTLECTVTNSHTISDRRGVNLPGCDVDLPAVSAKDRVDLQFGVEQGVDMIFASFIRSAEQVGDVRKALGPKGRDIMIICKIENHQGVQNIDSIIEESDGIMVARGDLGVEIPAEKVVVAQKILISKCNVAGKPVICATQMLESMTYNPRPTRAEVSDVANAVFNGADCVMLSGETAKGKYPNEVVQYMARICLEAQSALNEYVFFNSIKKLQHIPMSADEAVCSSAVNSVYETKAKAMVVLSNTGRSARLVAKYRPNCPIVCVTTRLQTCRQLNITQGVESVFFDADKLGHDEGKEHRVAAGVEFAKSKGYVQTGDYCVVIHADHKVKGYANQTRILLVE
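Kinase-Glo luminescence read after 1 h RT reaction of 0.1 nM LmPK with 0.5 mM PEP and 0.1 mM ADP. Activity scaled between uninhibited and enzyme-free controls.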
Cycloheximide cs: counter-screen hit for Shiga toxin inhibitors, cycloheximide | cell reporter, cycloheximide protein synthesis inhibition counterscreen | max response, % | 300,000 compounds, 12% hits; in the data active means max response mostly above about 13%, no sharp cut-off; inactive means mostly below about 14%; further: read at 38.3 µM for the half of the compounds with a filed dose; 0% is about no effect
An asterisk follows results filed as active; ? = inconclusive; . = not tested or not shown; [ ] = remark or other dose. Unless noted, the call rests on the fitted dose curve; in most records, active means well fitted curve in the direction sought with a large enough effect; inconclusive means small, poorly fitted or top-dose-only effect, or another doubt; inactive means no such curve, though single readings can be large; an effect the other way counts as inactive or inconclusive.

SMILES	Pf growth 96h	Shiga inhibitor	TbPYK inhibitor	AmpC inh no detg	Pf growth 48h	LmPK inh	Cycloheximide cs
O=C(CSc1c2c(nc3cc(Cl)ccc13)CCCC2)NCCN1CCOCC1	13%	-14	2%	-9%	-13%	0%	-1
Cc1cc(O)c(/C=N/c2ccccn2)c(=O)o1	-10%	28	-4%	-23%	-10%	1%	0
CC1(C)Cc2c(c(-c3ccco3)nc3n[nH]c(N)c23)CO1	?	11	-1%	-16%	46%	3%	6
Cc1ccc(CN2CCN(Cc3cn(C(C)C)c4ccccc34)CC2CCO)o1 (stereo not given)	49%[activator]	-10	-2%	58%	?	6%	7
COc1ccc(CC(=O)Nc2nc(-c3cccnc3)cs2)cc1	3%	-10	-1%	-22%	2%	1%	-4
COC(=O)c1ccc(C)c(NC(=O)CCSc2ccc(Cl)cc2)c1	-9%	100*	1%	-32%	-1%	-5%	10
CCOc1ccc(N(CC(=O)NC2CC3CCC2C3)S(=O)(=O)c2ccc(C)cc2)cc1 (stereo not given)	?	-16	1%	3%	?	-10%	6
COc1ccccc1C1NC(c2ccccc2OC)C(C)C(=O)C1C (stereo not given)	?	-12	-2%	1%	.	-3%	-2
CCS(=O)(=O)N1CCCC(C(=O)NCCc2ccc(C)cc2)C1 (stereo not given)	-17%	-11	-2%	-8%	0%	1%	-4
COc1cccc(NC(=S)NNC(=O)C(C)n2nc(C)c([N+](=O)[O-])c2C)c1 (stereo not given)	?	-1	-29%	-27%	45%	2%	2
COc1ccc(C(=O)Nc2ccccc2C(=O)NCc2ccco2)cc1OC	?	-3	-5%	-29%	.	13%	-2
Cn1c(SCc2nc(-c3ccc(Cl)cc3)no2)nnc1-c1cccs1	-9%	22	-14%	-4%	.	14%	10
CN(Cc1nccs1)C(=O)c1ccc(OC2CCN(Cc3ccccn3)CC2)cc1	?	16	-1%	7%	0%	1%	-2
CCc1nccn1CCC(=O)NC1CC(C)(C)Cc2c1cnn2-c1cccc(F)c1 (stereo not given)	-6%	-2	-8%	27%	53%[activator]	-6%	1
COc1ccc(NC(=S)N2CCN(c3ccc([N+](=O)[O-])cc3)CC2)cc1OC	?	-3	2%	17%	?	4%	-3
Cc1cccc(-n2c(SCC(=O)N3CC(=O)Nc4ccccc43)nc3ccccc3c2=O)c1	?	3	-8%	3%	13µM*	1%	-1
O=C(/C=C/c1cnc2ccccc2n1)NC12CC3CC(CC(C3)C1)C2	?	136*	-3%	-24%	-40%	-4%	54*
COCC(C)N1C(=O)Cc2c1nc(N)c1c(N)nc(N3CCN(c4ccccc4F)CC3)c(C#N)c21 (stereo not given)	1.3µM*	-3	-7%	2%	5.9µM*	6%	6
CC1CN(C(=O)Cn2c(C(F)(F)F)nc3ccccc32)CC(C)O1 (stereo not given)	-6%	-19	0%	-7%	.	7%	-5
c1ccc2c(c1)CC1(CCCC1)N=C2N1CCOCC1	24%	22	2%	-13%	9%	3%	-1

Arranged by formula weight (smallest number first): some entries from above.
SMILES	Pf growth 96h	Shiga inhibitor	TbPYK inhibitor	AmpC inh no detg	Pf growth 48h	LmPK inh	Cycloheximide cs
Cc1cc(O)c(/C=N/c2ccccn2)c(=O)o1	-10%	28	-4%	-23%	-10%	1%	0
c1ccc2c(c1)CC1(CCCC1)N=C2N1CCOCC1	24%	22	2%	-13%	9%	3%	-1
CC1(C)Cc2c(c(-c3ccco3)nc3n[nH]c(N)c23)CO1	?	11	-1%	-16%	46%	3%	6
COc1ccc(CC(=O)Nc2nc(-c3cccnc3)cs2)cc1	3%	-10	-1%	-22%	2%	1%	-4
O=C(/C=C/c1cnc2ccccc2n1)NC12CC3CC(CC(C3)C1)C2	?	136*	-3%	-24%	-40%	-4%	54*
COc1ccccc1C1NC(c2ccccc2OC)C(C)C(=O)C1C (stereo not given)	?	-12	-2%	1%	.	-3%	-2
CC1CN(C(=O)Cn2c(C(F)(F)F)nc3ccccc32)CC(C)O1 (stereo not given)	-6%	-19	0%	-7%	.	7%	-5
COc1ccc(C(=O)Nc2ccccc2C(=O)NCc2ccco2)cc1OC	?	-3	-5%	-29%	.	13%	-2
Cn1c(SCc2nc(-c3ccc(Cl)cc3)no2)nnc1-c1cccs1	-9%	22	-14%	-4%	.	14%	10
COc1cccc(NC(=S)NNC(=O)C(C)n2nc(C)c([N+](=O)[O-])c2C)c1 (stereo not given)	?	-1	-29%	-27%	45%	2%	2
COc1ccc(NC(=S)N2CCN(c3ccc([N+](=O)[O-])cc3)CC2)cc1OC	?	-3	2%	17%	?	4%	-3
CCc1nccn1CCC(=O)NC1CC(C)(C)Cc2c1cnn2-c1cccc(F)c1 (stereo not given)	-6%	-2	-8%	27%	53%[activator]	-6%	1
CN(Cc1nccs1)C(=O)c1ccc(OC2CCN(Cc3ccccn3)CC2)cc1	?	16	-1%	7%	0%	1%	-2
CCOc1ccc(N(CC(=O)NC2CC3CCC2C3)S(=O)(=O)c2ccc(C)cc2)cc1 (stereo not given)	?	-16	1%	3%	?	-10%	6
Cc1cccc(-n2c(SCC(=O)N3CC(=O)Nc4ccccc43)nc3ccccc3c2=O)c1	?	3	-8%	3%	13µM*	1%	-1

Continued.
SMILES	Pf growth 96h	Shiga inhibitor	TbPYK inhibitor	AmpC inh no detg	Pf growth 48h	LmPK inh	Cycloheximide cs
COCCCN(C(=S)Nc1cccc(Cl)c1)C(C)c1ccncc1 (stereo not given)	-24%	-10	-10%	39%	?	0%	6
COc1ccc(NC(=O)CCc2nc3ccccc3[nH]2)cc1	-21%	21	-2%	-24%	10%	-1%	11
CN(C)Cc1c(C(=O)N/N=C/c2ccc(-c3ccccc3)cc2)nnn1-c1nonc1N	25%	-3	-24%	-28%	15%	0%	-5
COCCCN(C(=O)c1ccc(N2CCCC2=O)cc1)c1c(N)n(Cc2ccccc2)c(=O)[nH]c1=O	?	.	1%	-1%	?	.	.
CC(=O)Nc1ccc(NC(=O)C(C)OC(=O)C2CCCCC2)cc1 (stereo not given)	15%	.	-7%	-23%	7%	.	.
COC(C/C=C/C(=O)COCc1ccccc1)OC	33%[activator]	42*	-2%	-29%	47%[activator]	2%	18*
CCCCN(C)CCNC(=O)CCn1nc(-c2ccc(Cl)cc2)ccc1=O	-19%	-4	0%	34%	?	0%	-2
COc1cc(-c2noc(-c3ccccc3C(=O)NCc3ccco3)n2)cc(OC)c1OC	?	28	-13%	13%	-22%	1%	12
Cc1ccc(N2C(=O)c3ccc(C(=O)O)cc3C2=O)c(C)c1	30%[activator]	-13	-4%	-49%	-14%	5%	4
CCOC(=O)c1c(NC(=O)CSc2n[nH]c(CNc3ccccc3)n2)sc(C)c1C	13%	-11	3%	-41%	-28%	3%	-1
COc1ccc(N2C(=O)CSC2c2cccc(F)c2)cc1 (stereo not given)	0%	-6	8%	9%	1%	-2%	-1
Cc1ccc(S(=O)(=O)NCCC(=O)N2CCCC(C)C2)cc1 (stereo not given)	?	.	2%	3%	-20%	.	.
CC(NC(=O)C(C(=O)c1cccc([N+](=O)[O-])c1)n1cc(Cl)ccc1=O)c1ccccc1 (stereo not given)	?	-4	0%	-9%	-5%	-4%	-3
CN(CC(O)CN)CC(O)CN1CCCCC1 (stereo not given)	-4%	-10	10%	-22%	.	1%	-4
Cc1cc(C)cc(C(=O)/C=C2\NC(=O)CS2)c1	?	5	0%	-24%	?	-4%	1
CC1CCCN(c2ccc(C(=O)Nc3nnc(C4CC4)s3)cc2[N+](=O)[O-])C1 (stereo not given)	-9%	-3	-7%	-19%	-10%	5%	-3
O=C(Nc1cnccn1)Nc1ccccc1Cl	42%[activator]	62	-1%	-15%	41%[activator]	-6%	12
Cc1ccc(C(=O)Nc2ccc(S(=O)(=O)N3CCCC3)cc2)cc1	20%	20	7%	-24%	-28%	0%	13
CCOC(=O)[C@H]1[C@H]2COc3ccc(OC)cc3[C@@H]2N2C(=O)[C@H](C)NC(=O)[C@@]12C	?	.	-1%	0%	14%	.	.
O=C(O)Cc1sc(Nc2ccccc2)nc1-c1ccc(Cl)cc1	112%[activator]	119*	-17%	-40%	92%[activator]	0%	42*

3 structures out of the list, arranged by heavy-atom count, high to low.
SMILES	Pf growth 96h	Shiga inhibitor	TbPYK inhibitor	AmpC inh no detg	Pf growth 48h	LmPK inh	Cycloheximide cs
CN(C)Cc1c(C(=O)N/N=C/c2ccc(-c3ccccc3)cc2)nnn1-c1nonc1N	25%	-3	-24%	-28%	15%	0%	-5
COc1ccc(C(=O)Nc2ccccc2C(=O)NCc2ccco2)cc1OC	?	-3	-5%	-29%	.	13%	-2
Cn1c(SCc2nc(-c3ccc(Cl)cc3)no2)nnc1-c1cccs1	-9%	22	-14%	-4%	.	14%	10

Continuation:
SMILES	Pf growth 96h	Shiga inhibitor	TbPYK inhibitor	AmpC inh no detg	Pf growth 48h	LmPK inh	Cycloheximide cs
Cn1cncc1C#Cc1ccc2cc(CCCO)oc(=O)c2c1	?	.	1%	-12%	-6%	.	.
Cc1ccc2nc(-c3ccc(O)cc3)oc2c1	?	14	-6%	-26%	249%[activator]	-5%	19*
CCCc1cc(=O)oc2cc3oc(C)c(C)c3cc12	.	-33	0%	-13%	39%[activator]	3%	-5
COc1ccc(N(CC(=O)NC2CC3CCC2C3)S(=O)(=O)c2ccc(C)c([N+](=O)[O-])c2)cc1 (stereo not given)	8%	-14	6%	-7%	?	-12%	-5
COc1ccc(C(CCNCc2ccc(N(C)C)cc2)c2ccccc2OC)cc1 (stereo not given)	?	1	10%	1%	?	3%	-3
Cc1cccc(NC(=S)NCCc2ccccn2)c1	-20%	23	-1%	-20%	?	-3%	11
CN1C(=O)CSC1=NC12CC3CC(CC(C3)C1)C2	?	0	0%	-3%	.	-3%	3
O=C(CCc1ccc(O)cc1)N1C[C@H]2C[C@@H](C1)c1cccc(=O)n1C2	-18%	5	-1%	1%	-11%	-2%	2
Cc1cc(C)nc(SCCC(=O)Nc2ccc(F)cc2)n1	4%	12	5%	-9%	?	-3%	8
Cc1ccc(CNC2CCCCC2)s1	?	-14	5%	-31%	0%	-1%	3
NC(=O)C1CCN(c2nc(-c3ccccc3)nc3c2oc2ccccc23)CC1	1.5µM*	-3	-5%	-28%	31%[activator]	5%	-2
Cn1c(SC/C=C/c2ccccc2)nnc1-c1cnccn1	2%	-2	-3%	-3%	?	2%	10
Cn1cc([N+](=O)[O-])c(C(=O)N/N=C/c2ccccc2)n1	-10%	14	11%	-7%	8%	-1%	0
